K1F lysis inhibition: protection from phage-mediated lysis, alamar blue read-out – E. coli UTI89, K1F phage, bacterial capsule biogenesis inhibitors (AID 488966) | E. coli UTI89 K1F phage lysis, alamar blue, 2 h; higher % means a stronger effect | inhibition, % at 100 µM, or IC50 in µM where a hit was titrated | actives 0.02% (n = 340,000);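 active = phage lysis inhibition, versus mean bacterial control, above a set limit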;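 note: capsule biogenesis inhibitors block K1F phage lysis so surviving cells raise fluorescence; higher fluorescence means more inhibition of phage lysis; actives were called in the ten point dose series up to 300 µM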
* marks the source's active call; other numbers are inactive results; [ ] = another dose, or the depositor's remark.

SMILES	K1F lysis inhibition
O=C(NCCC1CCCCN1S(=O)(=O)c1ccc(Cl)cc1)C(=O)NCc1ccncc1 (stereo not given)	1.0%[50 µM]
CC1CCCN(C(=O)c2cccc(S(=O)(=O)N3CCCc4ccccc43)c2)C1 (stereo not given)	0.6%[50 µM]
CC(Oc1ccc(C#N)cc1)C(=O)NC1CCCC1 (stereo not given)	2.7%
COc1cc(C(=O)OCC(=O)NC2CC2)ccc1OCCC(C)C	0.8%[50 µM]
CC1CCCC(C)N1S(=O)(=O)c1ccc(NC(=O)CCN2C(=O)C3CC=CCC3C2=O)cc1 (stereo not given)	0.6%[50 µM]
O=C(Nc1ccc(N2CCCCCC2)cc1)c1cccc(S(=O)(=O)N2CCOCC2)c1	-0.2%[50 µM]
Cc1noc(C)c1NC(=O)N(C)C[C@H]1Oc2ccc(NS(=O)(=O)c3ccc(F)cc3)cc2C(=O)N([C@H](C)CO)C[C@@H]1C	1.3%
CN(CC(=O)NCCc1ccc(S(N)(=O)=O)cc1)CC(=O)Nc1ccc(Cl)c(C(F)(F)F)c1	1.7%[50 µM]
CCCn1nc(C(=O)NNC(=O)c2cc(S(=O)(=O)NC)ccc2Br)c2ccccc2c1=O	0.4%[50 µM]
O=c1cn[nH]c2ccc(Br)cc12	-2.6%
COC(=O)[C@]1(Cc2ccccc2)N[C@H](CN(C)C(=O)Nc2ccc(OC)cc2)[C@@H]2C(=O)N(C)C(=O)[C@@H]21	-0.1%
COC(=O)c1ccc(NS(=O)(=O)c2cc3c4c(c2)CCN4C(=O)CC3)cc1	1.6%[50 µM]
CC(C)C[C@@H](CNCC(=O)[C@H](CC(C)C)NC(=O)c1[nH]cnc1C(=O)N[C@H](CN)CC(C)C)NC(=O)c1nc[nH]c1C(=O)N[C@@H](Cc1ccccc1)C(=O)O	0.4%
COc1ccccc1NC(=O)C(C)OC(=O)Cc1n[nH]c(=O)c2ccccc12 (stereo not given)	1.2%[50 µM]
Cc1ccccc1-c1nnc(SCC(=O)Nc2cccnc2Cl)o1	-1.5%
COc1ccc([C@H]2CC(=O)C=C(c3cccc(CO)c3)C2)cc1OC	-1.0%
Cc1cccnc1NC(=O)c1cccc(NC(=O)CC2SC(N3CCCCC3)=NC2=O)c1 (stereo not given)	0.6%[50 µM]
CCN(c1ccc(NC(=O)COC(=O)/C=C/c2ccco2)cc1)C(C)C	-0.1%[50 µM]
CCNC(=S)NCC	0.2%
COc1ccc2nc3cc([N+](=O)[O-])ccc3c(NNc3ccc([N+](=O)[O-])cc3)c2c1	0.2%
O=C(c1cc(Cl)nc2ccccc12)N1CCN(S(=O)(=O)c2cccc(C(F)(F)F)c2)CC1	1.4%[50 µM]
O=C(CCCCn1cnc2c(=S)nc[nH]c21)Nc1ccc(C(=O)O)cc1	-3.0%
O=C(NC1CCSc2ccccc21)c1cccc(S(=O)(=O)N2CCOCC2)c1 (stereo not given)	0.3%[50 µM]
COCCN(C(=O)COC(=O)CSc1ccc2ccccc2c1)c1c(N)n(Cc2ccccc2)c(=O)[nH]c1=O	0.4%[50 µM]
O=C(Cn1cc([N+](=O)[O-])ccc1=O)NCC(=O)Nc1ccc(F)c(F)c1F	0.6%
CCC(=O)NC(C)C(c1cccs1)N1CCOCC1 (stereo not given)	-1.6%
O=C(CNC(=O)c1ccco1)OCc1ccccc1F	-3.5%
CCOC(=O)C1=C(COC(=O)COc2ccccc2C(C)C)NC(=O)NC1C (stereo not given)	1.0%[50 µM]
COCC(C)n1c(C)cc(C(=O)COc2ccc(N(C)S(=O)(=O)c3ccc(NC(C)=O)cc3)cc2)c1C (stereo not given)	0.9%[50 µM]
Cc1cc(C)cc(N2C(=O)C=CC2=O)c1	-0.8%
Cc1ccc(C(=O)NNC(=O)C(C)Oc2ccccc2F)cc1S(=O)(=O)N1CCOCC1 (stereo not given)	0.1%[50 µM]
Cc1ccc(C(=O)N(C)CC(=O)Nc2ccc(N3CCOCC3)cc2)s1	2.0%[50 µM]
Cc1cccc(C(=O)OCC(=O)c2ccc3c(c2)NC(=O)CO3)c1	-2.5%
Cc1cccc(OCC(=O)OCC(=O)N(CC(C)C)c2c(N)n(Cc3ccccc3)c(=O)[nH]c2=O)c1C	0.2%[50 µM]
O=C(COC(=O)C1CC(O)CN1S(=O)(=O)c1ccccc1[N+](=O)[O-])c1ccc[nH]1 (stereo not given)	0.6%[50 µM]
CCC(C)[C@H]1CNCCN1CC1(c2ccccc2)CC1 (stereo not given in full)	6.0%
CC(=O)c1ccc(NC(=O)CN2c3cccc4cccc(c34)S2(=O)=O)cc1	0.3%
COc1cccc(CC(=O)Nc2ccc(F)c(S(=O)(=O)N3CCOCC3)c2)c1	-0.3%
CCN1Cc2c(cc(OC)c(OC)c2OC)-c2ccccc2S1(=O)=O	-0.2%
COc1ccc(S(=O)(=O)N2CCCCCC2)cc1C(=O)NCc1cccs1	0.1%[50 µM]
Cc1ccc(S(=O)(=O)N2CCCCC2)cc1NC(=O)Cn1ncc(Cl)c(Cl)c1=O	0.6%[50 µM]
CC(=O)Oc1ccccc1C(=O)Oc1ccccc1C(=O)O	-1.6%
CCN(CC)c1ccc(-c2nnc(SCC(=O)N(CCOC)c3c(N)n(CC(C)C)c(=O)[nH]c3=O)o2)cc1	0.1%[50 µM]
CCc1noc(C)c1C(=O)Nc1cc(S(=O)(=O)N2CCCCC2)ccc1N(C)C	0.3%[50 µM]
NCC1OC(n2cnc3c(N)ncnc32)CC1O (stereo not given)	2.8%
CC(C)(C)[C@H](N)C(=O)N[C@H]1CCC2C3CC=C4C[C@@H](O)CC[C@]4(C)C3CC[C@@]21C (stereo not given in full)	4.5%
COc1cccc(CNC(=O)c2ccc(S(=O)(=O)N3CCOCC3)cc2)c1	1.1%[50 µM]
COc1ccc(NC(=O)C(=O)NCC2CCCN2S(=O)(=O)c2cc(C)ccc2C)cc1 (stereo not given)	2.5%[50 µM]
Cc1ccc(CN2C(=O)C(Cc3ccccc3)Nc3ncnc(N4CCN(c5ccccc5)CC4)c32)cc1 (stereo not given)	0.9%
CC(=O)c1c(C)[nH]c(C(=O)NNC(=O)COc2cc(C)ccc2C(C)C)c1C	-0.3%[50 µM]

Other entries follow.
SMILES	K1F lysis inhibition
Cc1cccc(N(Cc2ccccc2)C(=O)c2cccc(S(=O)(=O)N3CC(C)OC(C)C3)c2)c1 (stereo not given)	0.6%[50 µM]
COc1ccc(NC(=O)c2cc3ccccc3o2)cc1S(=O)(=O)N1CCCCC1	0.6%
CC1CN(N=Cc2ccc([N+](=O)[O-])o2)C(=N)O1 (stereo not given)	-5.8%
Cc1ncc(S(=O)(=O)c2ccc(Cl)cc2)c(N)n1	0.6%
CC(=O)Nc1ccc(S(=O)(=O)NCCC(=O)N2CCN(C(c3ccccc3)c3ccccc3)CC2)cc1	-0.8%[50 µM]
CCOc1ccc(C(=O)COC(=O)C2COc3ccccc3O2)cc1 (stereo not given)	0.4%[50 µM]
CC(=O)Nc1sc2c(c1-c1nc3ccccc3s1)CN(C(C)C)CC2	0.4%
C=C1CC[C@@H]2[C@](C)(CO)[C@H](O)CC[C@@]2(C)[C@@H]1C/C=C1/C(=O)OCC1O (stereo not given in full)	0.7%
NC(=O)c1ccsc1NC(=O)COC(=O)Cc1n[nH]c(=O)c2ccccc12	0.3%[50 µM]
Cc1n[nH]c2c([N+](=O)[O-])c(=O)[nH]c(=O)n12	0.9%

7 compounds picked at random from the list so far:
SMILES	K1F lysis inhibition
CC(=O)c1ccc(NC(=O)CN2c3cccc4cccc(c34)S2(=O)=O)cc1	0.3%
CN(CC(=O)NCCc1ccc(S(N)(=O)=O)cc1)CC(=O)Nc1ccc(Cl)c(C(F)(F)F)c1	1.7%[50 µM]
Cc1cccc(N(Cc2ccccc2)C(=O)c2cccc(S(=O)(=O)N3CC(C)OC(C)C3)c2)c1 (stereo not given)	0.6%[50 µM]
NCC1OC(n2cnc3c(N)ncnc32)CC1O (stereo not given)	2.8%
CCNC(=S)NCC	0.2%
O=c1cn[nH]c2ccc(Br)cc12	-2.6%
O=C(c1cc(Cl)nc2ccccc12)N1CCN(S(=O)(=O)c2cccc(C(F)(F)F)c2)CC1	1.4%[50 µM]

The listing continues.
SMILES	K1F lysis inhibition
C=CCNC(=O)c1ccc(NC(=O)CC2SC(N3CCCC3)=NC2=O)cc1 (stereo not given)	1.2%[50 µM]
CC(C)C(NC(=O)c1c(F)cccc1F)C(=O)N1CCN(S(=O)(=O)/C=C/c2ccccc2)CC1 (stereo not given)	0.2%[50 µM]
C[C@@H]1COC(=O)[C@@H](CC(=O)OC(C)(C)C)C/C=C\C[C@@H](CC(=O)N[C@H](CO)Cc2ccccc2)C(=O)N1	2.1%
COc1cc(/C=C/C(=O)OCC(=O)c2ccccc2)cc(OC)c1OC	0.2%[50 µM]
CN1C2CCC1CC(OC(=O)C(CO)c1ccccc1)C2 (stereo not given)	6.0%
Cc1ccc(NS(=O)(=O)c2ccc(C(=O)N3CCC3)cc2)cc1	1.1%[50 µM]
Cc1cc(S(=O)(=O)N2CCN(CC(=O)N(C)Cc3ccccc3)CC2)ccc1Br	0.2%[50 µM]
COc1ccc(CC(=O)N(C)CC(=O)Nc2ccc(F)cc2)cc1S(=O)(=O)N1CCOCC1	0.6%[50 µM]
COc1ccc(CCNC(=O)c2ccccc2C(=O)NCCc2ccc(OC)cc2)cc1	1.7%
O=C(COc1coc(CN2CCc3ccccc3C2)cc1=O)Nc1ccc(F)cc1	0.7%[50 µM]
C[C@H]1CN([C@@H](C)CO)C(=O)c2cccc(NC(=O)Nc3ccc(C(F)(F)F)cc3)c2O[C@@H]1CN(C)C(=O)Nc1ccc(F)cc1	0.4%
Cc1nc2ccccc2c(=O)n1-c1ccc(NS(=O)(=O)c2cc(F)ccc2F)cc1	0.9%[50 µM]
CC(C)n1ncc2c(C(=O)NCc3cccnc3)cc(C3CC3)nc21	-0.7%
Cc1ccc(NC(=O)NC2CC(=O)N(c3ccc4c(c3)OCCO4)C2)cc1 (stereo not given)	1.3%[50 µM]
Cc1ccc(CC(=O)OCC(=O)c2ccc[nH]2)cc1C	1.1%[50 µM]
Cc1cc(C)c(C#N)c(SCC(=O)N(CC(C)C)C2CCS(=O)(=O)C2)n1 (stereo not given)	1.1%[50 µM]
N=C(N)c1ccc(N=Nc2c(O)ccc3c2[nH]c2ccccc23)cc1	1.9%
CC(=O)Nc1ccc(S(=O)(=O)N[C@@H](C)C(=O)OCC(=O)Nc2ccc3c(c2)OCCO3)cc1	0.7%
Cc1ccc(N2CC(C(=O)Nc3ccccc3OC(F)F)CC2=O)cc1 (stereo not given)	0.7%[50 µM]
Cc1ccc(C)c(NC(=O)COc2coc(CN3CCc4ccccc4C3)cc2=O)c1	0.4%[50 µM]
CCN1CCN(S(=O)(=O)c2ccc(Cl)c(C(=O)N(C)Cc3ccc(C(C)(C)C)cc3)c2)CC1	-0.3%[50 µM]
CN(C)C(CNC(=O)c1ccc(S(=O)(=O)Nc2ccccc2F)cc1)c1ccco1 (stereo not given)	-0.1%[50 µM]
O=C(CN1C(=O)NC2(CCCC2)C1=O)NNC(=O)c1ccc(F)cc1	1.0%[50 µM]
O=C(Cc1cccc(NC(=O)C2CCCN(C(=O)C3CCC3)C2)c1)Nc1cccc(C(=O)N2CCCCC2)c1 (stereo not given)	0.2%
c1ccc(-c2sc3ccccc3c2-c2ccc(OCCN3CCCCC3)cc2)cc1	1.3%
CCSc1nnc(NC(=O)C2CCN(C(=O)c3ccc(F)cc3)CC2)s1	0.5%[50 µM]
COc1ccc(OCC(=O)NNC(=O)C(=O)Nc2ccccc2)cc1	1.0%[50 µM]
CC1CC(C)CN(S(=O)(=O)c2ccc(NC(=O)c3ccc(=O)[nH]c3)cc2)C1 (stereo not given)	0.2%[50 µM]
CC1(C)NC(=O)N(CC(=O)N2CCCC(C(F)(F)F)C2)C1=O (stereo not given)	1.0%[50 µM]
C#CCOCCOCCOCCNc1nc(N2CCN(C(=O)CCCCCCCCCCNC(=O)[C@@H](CCSC)n3cc(CCO)nn3)CC2)nc(N2CCN(C(=O)CCCCCCCCCCNC(=O)[C@H](CCSC)n3cc(CCO)nn3)CC2)n1	-1.3%

Given in markdown: entries from further up.
| Molecule | K1F lysis inhibition |
| --- | --- |
| O=C(CN1C(=O)NC2(CCCC2)C1=O)NNC(=O)c1ccc(F)cc1 | 1.0%[50 µM] |
| CC1(C)NC(=O)N(CC(=O)N2CCCC(C(F)(F)F)C2)C1=O (stereo not given) | 1.0%[50 µM] |
| CC1CC(C)CN(S(=O)(=O)c2ccc(NC(=O)c3ccc(=O)[nH]c3)cc2)C1 (stereo not given) | 0.2%[50 µM] |
| c1ccc(-c2sc3ccccc3c2-c2ccc(OCCN3CCCCC3)cc2)cc1 | 1.3% |
| CCSc1nnc(NC(=O)C2CCN(C(=O)c3ccc(F)cc3)CC2)s1 | 0.5%[50 µM] |

Other compounds
SMILES	K1F lysis inhibition
CC(C)[C@H](NS(=O)(=O)c1ccccc1F)C(=O)OCC(=O)Nc1cccc(S(N)(=O)=O)c1	1.1%
Cc1cccc(N(Cc2ccccc2)C(=O)Cc2ccc(S(=O)(=O)N3CCOCC3)s2)c1	1.3%[50 µM]
COc1cc(C2c3cc4c(cc3OC(N3CCCC3)C2C)OCO4)cc(OC)c1O (stereo not given)	3.7%
CCSc1nnc(NC(=O)CN2C(=O)NC3(CCCC3)C2=O)s1	0.9%[50 µM]
C[C@H]1CN([C@@H](C)CO)C(=O)Cc2cc(NC(=O)C3CC3)ccc2O[C@H]1CN(C)Cc1ccc(C(=O)O)cc1	3.5%
CC(=O)Nc1ccc(C=NNc2ccc(S(=O)(=O)Nc3ccccc3C(=O)O)cc2[N+](=O)[O-])cc1	0.5%
CC(=O)c1ccccc1NC(=O)COC(=O)/C=C/c1cccs1	0.6%[50 µM]

Screening data deposited in PubChem by Southern Research Specialized Biocontainment Screening Center.

Not all compounds are listed, so the mix of outcomes need not match the whole.
